TSG101-PTAP inh = blocks PTAP/TSG101 interaction to inhibit HIV-1 budding; Potency, µM (top dose mostly 115 µM), for inactives: at the highest dose activity change, negative = inhibition, most hits filed as inhibitors; Fluorescence polarization, FITC-PTAP peptide / Tsg101 binding; 340,000 tested, under 10 active; active = well fitted inhibition curve with a large enough effect in the main read-out, with a control signal flat, not every such curve was filed as active; inconclusive = small, poorly fitted or top-dose-only effect, or effect the other way, or a change in a side signal; inactive = no such curve, though single readings can be large or run the other way; note: potency is the fitted concentration of half-maximal effect; % of control where 0% means no effect
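Tsg101 binding domain (10 uM final) was mixed with compound and a FITC-labeled PTAP peptide (50 nM final) in HEPES pH 7.5 buffer with NaCl, Tween 20, EDTA and TCEP; fluorescence polarization was read after 20 min at r.t.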
BRCA1 expr up = activators of BRCA1 expression | AID 624202 | 1.1% of 380,000 active | Potency, µM (series often up to 46.1 µM), for inactives: at the highest dose activation, usual class: activators | MCF7-BRCA1-FFLuc reporter, luminescence, 48 h; response scale: scaled: vehicle 0%, 10 µM genistein 100%; note: potency is the fitted concentration of half-maximal effect; nearly all actives have a fitted effect of over 80% in size; some results filed as inactive show a strong effect at the top dose
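Using MCF7 cells harboring a BRCA1 firefly luciferase reporter, plated 2 h before compound pinning, the screen measured luminescence after 48 h incubation. Responses were normalized to DMSO and 10 microM genistein, then fitted for concentration-effect.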
a7 integrin act = integrin-mediated muscular dystrophy alleviation activation; alpha7betagal myoblasts, beta-gal FDG fluorescence, 48 h; Potency, µM (top dose mostly 38.3 µM), inactives show at the highest dose activation, hits mostly activators; 0.064% of 350,000 active; AID 624291;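 note: potency is the fitted concentration of half-maximal effect; 100% = response of the positive control SU9516; nearly all actives have a fitted effect of over 60% in size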
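alpha7betagal+/- myoblasts (passage 13, 250/well) treated 48 h at 37C with compounds at 1:260 dilution of DMSO stock. Lysed, then beta-galactosidase activity read as FDG fluorescence (ex 480/em 540) after 30 min, with pre-read for autofluorescence.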
B2AR arrestin = agonists driving beta-arrestin recruitment to human beta2-adrenergic receptor; 0.02% of 330,000 active; Potency, µM (doses to about 46.1 µM), for the others: at the highest dose activation, usual class: activators; P07550; AID 492947; beta-arrestin recruitment to beta2AR, cell-based reporter;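 note: potency is the fitted concentration of half-maximal effect; 0% = DMSO controls and full agonism = EC100 isoproterenol or metaproterenol; nearly all actives have a fitted effect of over 65% in size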
uPA generation = blocks generation of uPA at the cell surface; cell surface uPA generation assay, qHTS; Potency, µM (top dose mostly 38.3 µM), for inactives: at the highest dose activity change, negative = inhibition, hits mostly inhibitors; 0.31% of 330,000 active; AID 540303; active = well fitted inhibition curve with a large enough effect; inconclusive = small, poorly fitted or top-dose-only effect; inactive = no such curve, though single readings can be large or run the other way; tested in mouse RAW 264.7 cells; note: potency is the fitted concentration of half-maximal effect; % is set by controls: 0 for no effect and ±100 for the full control effect; nearly all actives have a fitted effect of over 55% in size
TRPV1 agonist = human TRPV1 agonism. Q8NER1. TRPV1-expressing cells, Fluo-8 calcium influx, agonist mode. activation, % at 8.33 µM. 0.19% of 320,000 active. AID 540275; in the data active = activation above about 80%; inconclusive = between about 30% and that limit; note: 0% is about no effect
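Fluo-8 calcium influx in TRPV1-expressing cells, kinetic read (ex 480/em 520 nm). Compound added and read 3 min for agonist activity, followed by capsaicin at EC20 final and 2 min further read for enhancement.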
ASM inhibitor = blocks human secretory acid sphingomyelinase | placental ASM, HMU-PC fluorogenic substrate, 60 min | Potency, µM (doses to about 57.5 µM), for the others: at the top dose activity change, negative = inhibition, actives largely listed as inhibitors | 0.006% of 340,000 active | AID 504937; note: potency is the fitted concentration of half-maximal effect
Target sequence (P17405 47-631 limits assumed): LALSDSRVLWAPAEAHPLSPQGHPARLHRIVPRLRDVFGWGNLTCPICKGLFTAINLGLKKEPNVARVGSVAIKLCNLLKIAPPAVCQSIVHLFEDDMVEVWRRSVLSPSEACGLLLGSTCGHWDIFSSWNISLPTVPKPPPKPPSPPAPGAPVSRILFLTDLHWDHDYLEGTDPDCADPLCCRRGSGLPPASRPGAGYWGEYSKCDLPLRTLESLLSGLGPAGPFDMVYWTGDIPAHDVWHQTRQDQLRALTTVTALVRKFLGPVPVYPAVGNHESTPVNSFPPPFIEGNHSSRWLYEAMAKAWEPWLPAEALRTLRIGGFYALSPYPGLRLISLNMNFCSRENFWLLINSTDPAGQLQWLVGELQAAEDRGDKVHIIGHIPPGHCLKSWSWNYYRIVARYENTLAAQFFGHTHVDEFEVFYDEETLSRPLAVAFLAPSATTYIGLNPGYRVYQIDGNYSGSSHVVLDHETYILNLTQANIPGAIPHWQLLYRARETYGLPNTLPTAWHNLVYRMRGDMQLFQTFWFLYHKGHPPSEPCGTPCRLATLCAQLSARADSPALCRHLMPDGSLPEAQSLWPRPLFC
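Fluorogenic HMU-PC substrate (9 uM final) is turned over by placental ASM in 60 min at 37 C after a 10 min compound preincubation. Reaction ended by alkaline stop (pH 10), with fluorescence read at 386/447 nm.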
USP2a block = USP2a (human) protease inhibition; O75604; AID 463254; USP2 core, Ub-CHOP2 coupled fluorogenic reporter, 485/531; 0.01% of 330,000 active; Potency, µM (top dose mostly 38.3 µM), inactives show at the highest dose activity change, negative = inhibition, hits mostly inhibitors;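 note: potency is the fitted concentration of half-maximal effect; plate controls were DMSO wells for no effect and full inhibition by NEM control for full effect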
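Cell-free coupled assay: 10nM USP2 core preincubated 30min RT with compound in Tris-HCl pH 8.0/CaCl2/CHAPS buffer, then 25nM Ub-CHOP2 and 25nM reporter substrate; fluorescence (Ex 485/Em 531) read after 60min RT, normalized to NEM inhibition, concentration-response curves fitted.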
ELG1 genotox = inducers of genotoxicity in HEK293T ELG1-luciferase cells; HEK293T ELG1-luciferase reporter, luminescence, 16 h; Potency, µM (titrated, usually from 46 µM), for inactives: at the highest dose activity change, positive = activation, hits mostly activators; 1.3% of 330,000 active; AID 504466; note: potency is the fitted concentration of half-maximal effect; % of control where 0% means no effect; nearly all actives have a fitted effect of over 60% in size
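Cells (2,000/well) expressing the ELG1-luciferase fusion are dosed by pin tool and kept 16 hr at 37 °C, 5% CO2. Signal comes from ONE-Glo luciferase reagent after 30 min at room temperature.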
p53 reactivation = mutant p53 re-activation in reporter cells. AID 504706. H1299 p53-A138V BP100-luciferase reporter, luminescence, 24 h. Potency, µM (titrated, usually from 92.2 µM), for the others: at the highest dose activity change, positive = activation, hits mostly activators. 0.063% of 320,000 active; note: potency is the fitted concentration of half-maximal effect; % of control where 0% means no effect; nearly all actives have a fitted effect of over 45% in size
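H1299 (p53-null), stable ts p53-A138V + BP100-Luc; 1000 cells/well, Opti-MEM/10% FBS; cpd 4 pt, 1:5; 24 h, 37 deg C, 5% CO2; detection reagent 10 min RT; luminescence.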
Eya2 inh = inhibitors of human Eya2 phosphatase activity | recombinant Eya2, OMFP fluorescence dephosphorylation (OMFP is methylfluorescein phosphate) | Potency, µM (doses to about 76.9 µM), without a hit: at the highest dose activity, negative = inhibition, hits mostly inhibitors | 0.006% of 330,000 active; note: potency is the fitted concentration of half-maximal effect; % is set by controls: 0 for no effect and ±100 for the full control effect
Target sequence (O00167 whole entry, looked up): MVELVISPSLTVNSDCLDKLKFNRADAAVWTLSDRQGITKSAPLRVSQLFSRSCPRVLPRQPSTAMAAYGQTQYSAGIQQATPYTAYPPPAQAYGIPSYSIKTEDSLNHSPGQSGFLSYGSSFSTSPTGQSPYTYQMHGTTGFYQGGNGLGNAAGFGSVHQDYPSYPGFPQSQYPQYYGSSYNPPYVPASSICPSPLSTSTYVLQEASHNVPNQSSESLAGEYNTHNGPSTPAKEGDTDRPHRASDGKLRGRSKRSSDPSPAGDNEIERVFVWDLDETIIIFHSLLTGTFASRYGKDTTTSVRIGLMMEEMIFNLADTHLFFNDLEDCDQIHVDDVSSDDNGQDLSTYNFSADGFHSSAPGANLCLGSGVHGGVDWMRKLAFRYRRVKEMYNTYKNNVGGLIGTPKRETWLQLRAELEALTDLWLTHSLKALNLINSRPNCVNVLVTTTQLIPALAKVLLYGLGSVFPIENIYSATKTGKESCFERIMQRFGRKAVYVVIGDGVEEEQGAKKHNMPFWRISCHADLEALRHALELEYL
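Eya2 (0.2 uM) preincubated 10 min at ambient with compound, then OMFP substrate added at 50 uM; 10 min reaction in 50 mM HEPES pH 7.5, 50 mM NaCl, 5 uM MgCl2, 0.05% BSA, 1 mM DTT. Fluorescence read at Ex 485/Em 525 nm.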
An asterisk follows results filed as active; ? = inconclusive; nt = no result given; [ ] = dose if it differs, or a comment. Unless noted, calls come from the whole dose curve; as a rule, active = well fitted curve in the direction sought with a large enough effect; inconclusive = small, poorly fitted or top-dose-only effect, or another doubt; inactive = no such curve, though single readings can be large; an effect the other way counts as inactive or inconclusive.

molecule	TSG101-PTAP inh	BRCA1 expr up	a7 integrin act	B2AR arrestin	uPA generation	TRPV1 agonist	ASM inhibitor	USP2a block	ELG1 genotox	p53 reactivation	Eya2 inh
Cc1ccc(NC(=O)NC2CCCCCCC2)cc1C	-5%	?	-21%	0.3%	3%	?	0%	2%	?	17%	2%
CS(=O)(=O)N(CCc1ccccc1)CC(=O)NCc1ccc2c(c1)OCO2	-4%	-21%	-3%	nt	4%	0	4%	nt	nt	nt	nt
COc1ccc(/C=C2\SC(=O)N(CCC(=O)N3CCN(C)CC3)C2=O)cc1	-1%	-1%	25%	-1.0%	?	8	-1%	0%	9%	nt	9%
Cc1cnc(NC(=O)CCCc2nc3ccccc3s2)s1	-3%	-71%	-58%[inhibitor]	0.0%	-1%	6	-1%	2%	-5%	?	-4%
CCOC(=O)C1=C(C)Nc2ncnn2C1c1c[nH]c2ccccc12 (stereo unspecified)	-3%	-6%	-37%[inhibitor]	0.3%	27%	-2	52%[activator]	-10%	-1%	37%	6%
Cc1cc(C)c(NC(=O)C(C)c2cccc(C(=O)c3ccccc3)c2)c(C)c1 (stereo unspecified)	-2%	-36%	-9%	-0.9%	11%	-2	-8%	-2%	-12%	0%	-17%
CCOC(=O)C1=C(C)C2C3C(=O)N(c4ccccc4C)C(=O)C3C1(C)C1C(=O)N(c3ccccc3C)C(=O)C21 (stereo unspecified)	4%	-7%	?	-1.4%	2%	-2	3%	2%	1%	15%	1%
Cc1ccccc1N1CCN(C(=O)c2cccnc2)CC1	-1%	1%	-4%	nt	2%	nt	4%	nt	nt	nt	nt
CC(=O)N1CCN(Cc2nc(C(c3ccccc3)c3ccccc3)no2)CC1	-6%	3%	-20%	-0.5%	4%	2	2%	2%	2%	2%	4%
CC(=O)Nc1ccc(C(=O)CSc2nnc(-c3ccccc3F)n2CCc2ccccc2)cc1	-5%	-19%	0%	nt	27%	nt	-13%	nt	nt	nt	nt
COc1cc2nc(C3CCC3)n(NC(=O)COc3ccccc3)c(=O)c2cc1OC	-3%	-22%	-28%[7.66 µM]	-0.5%	nt	1	-5%	0%	1%	1%	17%
Cc1ccc(Nc2ccccc2)cc1	-1%	-50%	1%	0.1%	0%	0	-4%	1%	0%	-3%	2%
COC(=O)[C@H](Cc1c[nH]c2ccccc12)NC(=O)Cc1c[nH]c2ccccc12	-1%	-7%	-22%	-1.1%	5%	24	2%	-20%	-3%	-1%	-16%
O=C(O)c1cccc(NC(=O)c2cccc(S(=O)(=O)N3CCc4ccccc4C3)c2)c1	-8%	0%	19%	-0.2%	4%	1	-2%	1%	2%	11%	9%
CCOC(=O)CN1N=C(/C=C/c2ccccc2)CCC1=O	-1%	-19%	7%	nt	2%	nt	0%	nt	nt	nt	nt

Next records
molecule	TSG101-PTAP inh	BRCA1 expr up	a7 integrin act	B2AR arrestin	uPA generation	TRPV1 agonist	ASM inhibitor	USP2a block	ELG1 genotox	p53 reactivation	Eya2 inh
Cc1nc2ccccc2c2nc(NC(=O)Cc3ccccc3)nn12	-10%	48%	29%[7.66 µM]	-0.4%	nt	0	0%	-3%	?	25%	15%
CC(=O)c1cc(NC(=O)c2ccc(C)cc2)c(=O)oc1C	-1%	55%	6%	-0.6%	-6%	2	-1%	2%	?	?	-2%
CSCCC(NC(=O)c1ccccc1Cl)C(=O)NCC1COc2ccccc2O1 (stereo unspecified)	-2%	-4%	-7%	-0.9%	3%	-7	4%	0%	0%	-3%	5%
CCOc1ccc(OCCC(=O)OCC(=O)N2CCN(S(=O)(=O)c3ccc(Cl)cc3)CC2)cc1	-5%	-36%	-61%[inhibitor]	-1.0%	-15%	-1	4%	2%	?	?	4%
CCOc1ccccc1-c1n[nH]c(=S)o1	-7%	-40%	-3%	-0.4%	nt	-1	1%	1%	-2%	-1%	9%
Cc1n[nH]c(C)c1CCNC(=O)C1CCC(=O)N(Cc2ccccc2F)C1 (stereo unspecified)	-2%	-2%	?	-0.6%	-8%	0	-1%	1%	5%	3%	11%
COc1cccc(CNC(=O)[C@H](CCSC)NC(=O)N2CCn3c2nc2ccccc23)c1	-7%	-16%	-23%	-0.1%	4%	8	-8%	5%	-8%	-4%	-6%
Cc1ccccc1C1c2[nH]c3ccccc3c2C[C@H]2C(=O)N(c3ccccc3C(=O)NCCN3CCOCC3)C(=O)N12 (stereo partly specified)	-2%	-8%	-14%	-0.8%	?	1	-3%	-13%	-11%	nt	-1%
O=C(CN1C(=O)C2C3C=CC(C3)C2C1=O)Nc1ccc2c(c1)OCCO2 (stereo unspecified)	-3%	13µM*	13%	-1.2%	0%	-2	0%	1%	?	?	-11%
CN(CC(=O)Nc1ccc(F)cc1)C(=O)CSc1nc2ncc(Cl)cc2[nH]1	-3%	-4%	13%	0.0%	-2%	-5	4%	3%	0%	-3%	0%
COc1ccccc1N1CCN(C(=S)NC(=O)/C=C/c2ccccc2)CC1	1%	47%	-24%	0.2%	-15%	14	4%	2%	3%	11%	-5%
O=C(C1CCC1)N1CCN(c2ccc(C(F)(F)F)cc2[N+](=O)[O-])CC1	nt	-8%	-8%	-0.1%	?	0	-9%	1%	-7%	11%	-1%
Nc1nc(SCC(=O)c2cc3ccccc3o2)n[nH]1	-2%	16%	-2%	0.3%	-2%	1	-3%	0%	-2%	2%	2%
Cc1cccc(NC(=S)N(C)Cc2cn(C)c3ccccc23)c1	-1%	-41%	-15%	-0.8%	-30%	8	-1%	-4%	3%	-14%	-4%
COC(=O)c1ccc(S(=O)(=O)N2CCCN(Cc3cccc(Br)c3F)CC2)n1C	-12%	-39%	-52%[inhibitor]	-0.1%	-21%	28	4%	-3%	-1%	-2%	?

Reformatted field by field: 2 of the compounds above
Structure: CC(=O)c1cc(NC(=O)c2ccc(C)cc2)c(=O)oc1C
  TSG101-PTAP inh: -1%	BRCA1 expr up: 55%	a7 integrin act: 6%	B2AR arrestin: -0.6%	uPA generation: -6%	TRPV1 agonist: 2	ASM inhibitor: -1%	USP2a block: 2%	ELG1 genotox: ?	p53 reactivation: ?	Eya2 inh: -2%
Structure: CSCCC(NC(=O)c1ccccc1Cl)C(=O)NCC1COc2ccccc2O1 (stereo unspecified)
  TSG101-PTAP inh: -2%	BRCA1 expr up: -4%	a7 integrin act: -7%	B2AR arrestin: -0.9%	uPA generation: 3%	TRPV1 agonist: -7	ASM inhibitor: 4%	USP2a block: 0%	ELG1 genotox: 0%	p53 reactivation: -3%	Eya2 inh: 5%

Entries of single compounds, looked up by structure. Order of values: TSG101-PTAP inh	BRCA1 expr up	a7 integrin act	B2AR arrestin	uPA generation	TRPV1 agonist	ASM inhibitor	USP2a block	ELG1 genotox	p53 reactivation	Eya2 inh
Shown for `CCOc1ccccc1-c1n[nH]c(=S)o1` : -7%	-40%	-3%	-0.4%	nt	-1	1%	1%	-2%	-1%	9%
Shown for `CCOc1ccc(OCCC(=O)OCC(=O)N2CCN(S(=O)(=O)c3ccc(Cl)cc3)CC2)cc1` : -5%	-36%	-61%[inhibitor]	-1.0%	-15%	-1	4%	2%	?	?	4%

Individual results from above:
Cc1ccccc1C1c2[nH]c3ccccc3c2C[C@H]2C(=O)N(c3ccccc3C(=O)NCCN3CCOCC3)C(=O)N12 (stereo partly specified) in B2AR arrestin → -0.8%
Cc1cccc(NC(=S)N(C)Cc2cn(C)c3ccccc23)c1 in TRPV1 agonist → 8

More records.
molecule	TSG101-PTAP inh	BRCA1 expr up	a7 integrin act	B2AR arrestin	uPA generation	TRPV1 agonist	ASM inhibitor	USP2a block	ELG1 genotox	p53 reactivation	Eya2 inh
O=C(c1ccc(SCc2ccco2)c([N+](=O)[O-])c1)N1CCOCC1	-1%	23%	12%	-0.2%	-1%	8	-2%	2%	2%	10%	12%
Cc1oc(/N=C/c2ccccc2)c(C#N)c1C	-2%	5%	-2%	-0.5%	-3%	-1	4%	4%	1%	nt	?
O=C(NNC(=S)NC(=O)c1sc2ccccc2c1Cl)c1ccc(Cl)cc1	-1%	-62%	27%	-0.1%	-2%	5	-1%	3%	3%	19%	4%
COC(=O)c1ccc(NC(=O)CNS(=O)(=O)c2cccs2)cc1	-5%	9%	13%	5.0%	-7%	0	4%	-1%	4%	8%	0%
COC(=O)c1cc(C(=O)OCC(=O)NNC(=O)c2cccs2)cc([N+](=O)[O-])c1	-2%	-10%	?	-0.4%	0%	1	2%	-2%	2%	10%	-1%
O=C(NC(=S)Nc1cc(C(F)(F)F)ccc1N1CCOCC1)c1ccco1	0%	-42%	-6%	0.2%	-9%	?	-8%	-1%	-5%	-7%	1%
O=C(CCCN1C(=O)c2cccc3cccc(c23)C1=O)NCc1cccnc1	-1%	73%	-9%	0.3%	0%	11	2%	-5%	11%	1%	-11%

Screening data as filed in PubChem BioAssay.

Not a hit list (roughly 2.6% active in at least one column).
